# Assay outcomes (PubChem)
# M. tuberculosis HTS – M. tuberculosis growth inhibition, HTS (AID 449762) | one-dose inhibition, % at 25 µM; IC50 in µM for titrated hits | M. tuberculosis H37Rv growth inhibition, 7H9 media; higher % means a stronger effect | 330,000 compounds, 0.59% hits; in the data active = a potency from the dose series; inconclusive = inhibition above about 70% without an active follow-up result;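 also: bacterial growth assessed after seven days of incubation; strong numbers were not always called active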
# H1N1 NS1A inhibition – H1N1 influenza NS1A inhibitors, functional cell based assay (AID 504329) | NS1A functional cell-based assay, percent inhibition; higher % means a stronger effect | one-dose inhibition, % at 12.5 µM; IC50 in µM for titrated hits | 340,000 compounds, 0.3% hits; in the data active = a potency from the dose series; inconclusive = inhibition above about 27% without an active follow-up result; also: strong numbers were not always called active
# inhibitors of VEEV – inhibitors of VEEV TC-83 cytopathic effect, confirmation, Vero cells (AID 588727); 350,000 compounds, 0.13% hits; Vero cells, VEEV TC-83 cytopathic effect inhibition; higher % means a stronger effect; inhibition, % at 20 µM; hits with a dose series show IC50 in µM; in the data active = a potency from the dose series; inconclusive = inhibition mostly from about 14% at the one dose, without a potency; inactive = the rest, 99 in 100 with inhibition below about 12%; also: strong numbers were not always called active
# tuberculosis growth – growth inhibition of non-replicating M. tuberculosis (AID 488890); Mycobacterium tuberculosis non-replicating, growth inhibition; higher % means a stronger effect; inhibition, % at 25 µM; hits with a dose series show IC50 in µM; 320,000 compounds, 0.39% hits; in the data active = a potency from the dose series; inconclusive = inhibition mostly from about 82% at the one dose, without a potency; inactive = the rest, 99 in 100 with inhibition below about 76%;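 also: plate controls were DMSO cells for no effect and high antibiotic wells for full effect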
# Salmonella PhoP GFP – PhoP regulon inhibitors, Salmonella typhi PhoP promoter GFP reporter, confirmatory (AID 1850) | Salmonella Typhi PhoP-promoter GFP reporter, fluorescence, 4 h; higher % means a stronger effect | inhibition, % at 50 µM; hits with a dose series show IC50 in µM | 310,000 compounds, 0.33% hits; in the data active = a potency from the dose series; inconclusive = inhibition mostly from about 25% at the one dose, without a potency; inactive = the rest, 99 in 100 with inhibition below about 19%;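 also: 0% = induced wells with vehicle and 100% = uninduced wells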
# inhibitors of VEEV 10K pilot screen – second read-out of inhibitors of VEEV, no call of its own (marks repeat the call); inhibition, %; measured here: 10K pilot screen inhibition
# Active calls of the source: *; i = inactive; ? = inconclusive; · = no result given.
# The opening two entries, ahead of the listing:
SMILES,M. tuberculosis HTS,H1N1 NS1A inhibition,inhibitors of VEEV,tuberculosis growth,Salmonella PhoP GFP,others
c1ccn2cc(C34CC5CC(CC(C5)C3)C4)nc2c1,4%,10%,12%,36%,8%,
Cc1ccc2[nH]c(=O)c(CN(Cc3ccc4c(c3)OCO4)Cc3nnnn3Cc3ccco3)cc2c1,-2%,6%,7.8%,42%,19%,

# This part in full (from the top)
SMILES,M. tuberculosis HTS,H1N1 NS1A inhibition,inhibitors of VEEV,tuberculosis growth,Salmonella PhoP GFP,others
c1ccn2cc(C34CC5CC(CC(C5)C3)C4)nc2c1,4%,10%,12%,36%,8%,
Cc1ccc2[nH]c(=O)c(CN(Cc3ccc4c(c3)OCO4)Cc3nnnn3Cc3ccco3)cc2c1,-2%,6%,7.8%,42%,19%,
COc1ccc(NC(=O)Nc2nnc(-c3cccs3)s2)cc1,-4%,-3%,0.9%,-7%,-10%,
CCCn1c(N)c(C(=O)CSc2nc(C)cs2)c(=O)n(C)c1=O,-2%,4%,11%,4%,-3%,
CCOC(=O)CCCCCC(=O)Nc1ccc2c(c1)C(=O)N([C@H](C)CO)C[C@@H](C)[C@H](CN(C)Cc1ccc3c(c1)OCO3)O2,4%,-16%,i,12%,·,
CCOC(=O)C1(Cc2ccc(Cl)cc2)CCN(C(=O)CCc2cnccn2)CC1,6%,-3%,0.5%,15%,3%,
Cc1cc(C)n(CCC(=O)N2CCN(S(=O)(=O)c3ccc(C)c(C)c3)CC2)n1,7%,-10%,3.0%,-5%,-1%,
CCN1C(=O)CSc2ccc(C(=O)NC3CCCCC3)cc21,3%,4%,1.3%,3%,3%,
O=C(Nc1ccc(CN2CCS(=O)(=O)CC2)cc1)c1ccc(C(F)(F)F)cc1,2%,-1%,1.2%,17%,0%,
Cc1csc(C(=O)NN)c1N(C)C,1%,5%,5.4%,-9%,2%,

# Part of the list above in order of formula weight, smallest number first.
SMILES,M. tuberculosis HTS,H1N1 NS1A inhibition,inhibitors of VEEV,tuberculosis growth,Salmonella PhoP GFP,others
Cc1csc(C(=O)NN)c1N(C)C,1%,5%,5.4%,-9%,2%,
COc1ccc(NC(=O)Nc2nnc(-c3cccs3)s2)cc1,-4%,-3%,0.9%,-7%,-10%,
CCCn1c(N)c(C(=O)CSc2nc(C)cs2)c(=O)n(C)c1=O,-2%,4%,11%,4%,-3%,
Cc1cc(C)n(CCC(=O)N2CCN(S(=O)(=O)c3ccc(C)c(C)c3)CC2)n1,7%,-10%,3.0%,-5%,-1%,
O=C(Nc1ccc(CN2CCS(=O)(=O)CC2)cc1)c1ccc(C(F)(F)F)cc1,2%,-1%,1.2%,17%,0%,
CCOC(=O)C1(Cc2ccc(Cl)cc2)CCN(C(=O)CCc2cnccn2)CC1,6%,-3%,0.5%,15%,3%,

# Further structures.
SMILES,M. tuberculosis HTS,H1N1 NS1A inhibition,inhibitors of VEEV,tuberculosis growth,Salmonella PhoP GFP,others
CC(c1nccs1)N(C)c1nc2nonc2nc1NC1CC1 (configuration not stated),1%,-7%,1.3%,-5%,-4%,
O=C(NCCNC(=O)c1ccccc1F)c1ccco1,8%,5%,i,7%,10%,
CCOc1ncccc1C(=O)Nc1ccc(Cl)cc1,3%,-5%,4.5%,13%,-5%,
CN(C(=O)C1CCC(CNS(=O)(=O)c2cccc3cccnc23)CC1)C1CCCCC1 (configuration not stated),8%,2%,3.2%,24%,-3%,
CCCc1ncc(CN2CCCCC2C(=O)Nc2ccc(Oc3ccccc3)nc2)cn1 (configuration not stated),-12%,-7%,0.4%,-1%,-5%,
Cc1cccc(C(=O)N2CCCC(c3nc(-c4ccc(F)cc4)no3)C2)c1 (configuration not stated),5%,-8%,i,63%,-7%,
Oc1cc2c(cc1C(c1ccc(Br)cc1)N1CCCC1)OCO2 (configuration not stated),·,6%,1.6%,·,·,
CC(C)(C)C(=O)OCc1nc(-c2ccc(F)cc2)cs1,1%,-7%,2.8%,4%,5%,
CC(NC(=O)/C(C#N)=C/c1ccc(OCC(=O)O)cc1)c1ccccc1 (configuration not stated),-7%,-1%,1.2%,21%,2%,
C=CCNc1nc(N)c(C(=C(C#N)C#N)c2ccc(Br)cc2)s1,2%,-25%,8.9%,4%,-6%,
CC(NCc1ccccc1)c1ccccc1O (configuration not stated),-1%,-14%,0.8%,-8%,-10%,
COc1ccc(CC(=O)OC(C)CN2CCCCC2)cc1 (configuration not stated),0%,-1%,0.8%,2%,2%,
COc1ccc(N(Cc2cc3ccccc3[nH]c2=O)C(=O)C2CCCO2)cc1 (configuration not stated),-2%,-5%,1.6%,-3%,7%,
CCCCCC(=O)NNC(=S)NC(=O)c1ccccc1[N+](=O)[O-],-14%,-2%,4.4%,20%,3%,
Cc1ccc(-n2c(SCC(=O)Nc3ccc4c(c3)OCO4)nnc2-c2ccoc2C)cc1,-4%,6%,i,-14%,3%,
CCCOc1ccc(N2C(=O)CC(N(CCC)C(=O)CCC(=O)O)C2=O)cc1 (configuration not stated),1%,2%,0.4%,-11%,1%,
COc1ccc(CC(NC(C)=O)C(=O)NC2CCN(C(=O)c3ccc(OC)c(OC)c3)CC2)cc1OC (configuration not stated),0%,-5%,1.6%,-2%,14%,
COc1cc(NC(=O)c2csc3c2CCCC3)ncn1,-8%,2%,1.0%,-12%,-7%,
O=C(CSc1ccc(Cl)cc1)Nc1ccc(N2CCN(C(=O)c3ccco3)CC2)cc1,-2%,-10%,0.8%,?,-5%,
CCN1CCN(C(=O)c2cc3c(-c4ccc(Cl)cc4)nn(C)c3s2)CC1,2%,-8%,10%,6%,-5%,
CCN(CC)S(=O)(=O)c1ccc(N2CCN(C)CC2)c(NC(=O)Nc2ccccc2F)c1,-4%,5%,1.2%,-2%,6%,
Cc1ccc(-c2cc(-c3ccc(F)cc3)n[nH]2)c(O)c1,11%,-6%,4.0%,·,3%,
COc1cccc2cc(C(C)N(CCCN3CCOCC3)C(=S)Nc3cc(C)ccc3C)oc12 (configuration not stated),-4%,-9%,1.9%,-14%,12%,
O=S(=O)(c1cccc(Cl)c1)N1CCN(S(=O)(=O)c2ccc3c(c2)OCCO3)CC1,3%,13%,0.2%,2%,·,
CN(C)c1ncc(CN2CCC(C(=O)Nc3ccc(-n4cccn4)cc3)CC2)s1,-10%,-1%,2.0%,-4%,-6%,
O=C1OC(=O)c2cc([N+](=O)[O-])ccc21,6%,-7%,0.0%,14%,·,
Cc1ccc2cc(CN(Cc3ccc(F)cc3)Cc3nnnn3C3CCCC3)c(=O)[nH]c2c1,-9%,-9%,6.1%,55%,25%,
C=CCn1c(-c2ccccc2)ccc(C#N)c1=O,-7%,-28%,i,9%,-2%,
Cc1ccc(Nc2ncc(C(=O)NCCCN3CCN(C)CC3)c3ccccc23)cc1Cl,2%,-9%,23µM*,12%,-7%,
COc1ccccc1-n1cnc2c(c1=O)c1nc3ccccc3nc1n2-c1ccc(C)c(C)c1,·,-15%,i,·,·,
CC(C)C(=O)N1CCC(n2nccc2NC(=O)CCOc2ccccc2)CC1,4%,0%,0.5%,17%,5%,
N/C(=N\NC(=O)c1cccc(F)c1)c1cc2ccccc2oc1=O,-3%,-2%,0.2%,-6%,-13%,
Fc1cccc(Nc2nc3ccccc3n3nnnc23)c1,-4%,-3%,0.2%,-15%,-13%,
O=C(CNC(=O)c1cc2c(s1)CCC2)Nc1ccccc1Br,3%,-3%,2.9%,3%,4%,
C/C(=N/NS(=O)(=O)c1ccc(F)cc1)c1ccncc1,-4%,-9%,1.6%,-7%,-8%,
COc1ccccc1NC(=O)c1ccc(NC(=O)COC(=O)C2CCCO2)cc1 (configuration not stated),·,16%,1.4%,·,·,
C/C(=N\NC(=O)c1c(C)nc2ccccn12)c1ccc(N2CCOCC2)cc1,3%,0%,i,6%,-2%,
CS(=O)(=O)N1CCN(c2ccccc2NC(=O)c2ccc(-c3ccc(Cl)cc3Cl)o2)CC1,3%,-9%,7.0%,30%,-3%,inhibitors of VEEV 10K pilot screen=9.0
O=C(c1cc(Cl)ccc1O)N1CCN(S(=O)(=O)Cc2ccccc2)CC1,6%,-8%,3.6%,9%,·,
COc1ccc(NS(=O)(=O)c2ccc(Cl)c(NC(=O)c3ccccc3F)c2)cc1,-3%,-17%,3.4%,12%,·,
CCN(CC)S(=O)(=O)c1ccc(NC2c3ccccc3C(=O)N2Cc2ccc3c(c2)OCO3)cc1 (configuration not stated),-11%,3%,7.8%,37%,9%,
O=C1c2ccccc2C(=O)N1c1cccc(-c2nc3ccccc3o2)c1,-5%,-6%,3.2%,-13%,3%,
COC(=O)CN1C(=O)C(O)(CC(=O)c2ccc(C)cc2)c2cc(Br)ccc21 (configuration not stated),-1%,-10%,0.8%,·,-1%,
COC(=O)c1cc(S(=O)(=O)N(C)C2CCCCC2)cn1C,1%,9%,3.0%,4%,1%,
CCC(=O)Nc1ccc(N2CCOCC2)c(S(=O)(=O)Nc2ccc(OC)cc2)c1,6%,-2%,0.4%,8%,1%,
NC(=O)c1ccc(N2CCCC2)nc1,·,-20%,3.7%,·,·,
CCN(CC(=O)NC1CCS(=O)(=O)C1)S(=O)(=O)c1cc(C)ccc1C (configuration not stated),-2%,-3%,1.8%,-7%,-3%,
COc1ccc(C(=O)NNC(=O)CSc2nnc(COc3ccc4ccccc4c3)n2C)cc1,-1%,-3%,i,11%,-9%,
CCN(CC)c1ccc2cc(C(C)=O)c(=O)oc2c1,7%,-9%,2.7%,·,0%,
Nc1c2c(nc3sc4c(c13)CCCC4)CCCC2,?,6%,1.6%,?,7%,

# (continued)
SMILES,M. tuberculosis HTS,H1N1 NS1A inhibition,inhibitors of VEEV,tuberculosis growth,Salmonella PhoP GFP,others
Cn1c2nc(=O)[nH]c(=O)c-2cc2ccccc21,·,-5%,0.2%,·,·,
COc1ccc2c(c1)Cc1sc(NC(=O)c3cccnc3)nc1-2,42%,11%,11%,-7%,16%,
COc1ccc(C(C(=O)NC2CCCC2)N(C(=O)c2snc(-c3ccc(F)cc3)c2N)c2ccc(F)cc2)cc1 (configuration not stated),19%,-2%,i,-1%,-1%,
Cc1ncc(CN2CCN(CCC(C)C)C(CCO)C2)s1 (configuration not stated),11%,-16%,1.2%,8%,-5%,
CC(C)(C)c1ccc(NC(=O)CN2C(=O)NC(C)(C3CC3)C2=O)cc1 (configuration not stated),-4%,-5%,2.4%,21%,·,
CC(C)c1ccc(NC2CCCN(C(=O)c3ccc4nccnc4c3)C2)cc1 (configuration not stated),-9%,10%,0.2%,5%,5%,
Cc1cc(C)n(C(=O)c2sc3cc(F)ccc3c2Cl)n1,-5%,·,·,48%,-27%,
O=c1nc(N2CCCC2)nc(N2CCCC2)[nH]1,-4%,-1%,0.9%,-17%,6%,
Cc1ccc(C)c(S(=O)(=O)Nc2ccc(C(=O)NCC(c3ccco3)N3CCCCC3)cc2)c1 (configuration not stated),-7%,24%,5.4%,21%,-4%,
CC(NC(=O)COc1ccc(/C=N/NC(=O)CO)cc1)c1ccccc1 (configuration not stated),-8%,-21%,0.2%,10%,3%,
Cc1cc(O)ccc1NC1=CC(=O)CC(C)(C)C1,-2%,-2%,i,5%,2%,
O=S1(=O)N=C2CCCN2C(c2ccc(F)cc2)N1 (configuration not stated),3%,13%,0.3%,-4%,2%,inhibitors of VEEV 10K pilot screen=6.1
Cc1ccccc1CSc1nnc(NC(=O)C2COc3ccccc3O2)s1 (configuration not stated),1%,-3%,1.6%,45%,4%,
COc1ccc(NC(=O)N(C)C[C@H]2Oc3c(NC(=O)c4ccncc4)cccc3C(=O)N([C@H](C)CO)C[C@@H]2C)cc1,-3%,1%,0.6%,0%,·,inhibitors of VEEV 10K pilot screen=2.9
COC(=O)c1ccc(NC(=O)c2ccccc2NS(=O)(=O)c2ccccc2)cc1,-3%,5%,i,16%,-3%,
COc1cccc(OC)c1C(=O)Nc1ccc(N2CCN(C(=O)c3ccco3)CC2)cc1,2%,-7%,1.6%,21%,10%,
Cc1ccc(-c2cc(-c3ccc(C)o3)nc(N)c2C#N)cc1,-1%,5%,8.9%,1%,-2%,
COc1ccc(N2C(=O)C3C(C2=O)C3(c2ccccc2)c2ccccc2)cc1 (configuration not stated),2%,-4%,2.4%,13%,-7%,
N#CC1=C(N)N2C(=C(C#N)C13CCN(Cc1ccccc1)CC3)Nc1ccccc12,-2%,32%,1.3%,14%,-8%,
CCN(CC(=O)NC1CCS(=O)(=O)C1)C(=O)C(c1ccccc1)c1ccccc1 (configuration not stated),-1%,-5%,i,3%,-5%,
CC(C)Nc1nc(NC(C)C)nc(Oc2ccc(=O)n(C)n2)n1,-6%,-28%,9.8%,0%,-12%,
Cc1ccc2sc(NNC(=O)C3=COCCO3)nc2c1C,1%,7%,2.3%,-6%,-7%,
COc1cccc(OCCCCN2CCCCC2)c1,1%,27%,1.0%,10%,-3%,
